GSK3B inh: human GSK3beta kinase inhibition; activity score (negative = inhibition), % at 10 µM; GST-GSK3beta kinase, ADP-Glo luminescence, 60 min; hits give low values; 0.038% of 300,000 active; AID 2097;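 active means more than half of replicate wells score below -50%, meaning over 50% inhibition versus plate controls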;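 further: 0% = median DMSO wells and -100% = median GW8510 positive control wells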
Target sequence (P49841 whole entry, looked up): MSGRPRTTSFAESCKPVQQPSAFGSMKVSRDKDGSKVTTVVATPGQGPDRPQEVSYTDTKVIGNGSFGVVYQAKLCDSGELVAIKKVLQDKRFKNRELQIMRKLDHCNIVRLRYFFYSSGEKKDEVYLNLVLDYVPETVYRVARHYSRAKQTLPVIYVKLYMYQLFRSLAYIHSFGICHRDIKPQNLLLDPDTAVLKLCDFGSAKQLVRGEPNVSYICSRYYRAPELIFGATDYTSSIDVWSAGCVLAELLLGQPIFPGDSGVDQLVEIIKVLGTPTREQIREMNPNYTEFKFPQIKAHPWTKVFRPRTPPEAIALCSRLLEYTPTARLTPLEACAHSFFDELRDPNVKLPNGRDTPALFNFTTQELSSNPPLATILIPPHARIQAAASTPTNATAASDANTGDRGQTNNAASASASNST
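test system = GST-tagged human GSK3beta kinase, cell-free | reagent = 25 µM ATP with peptide substrate | dosing = one dose of 10 µM per compound | schedule = 60 min reaction, RT | detection = luminescent ADP-Glo measurement of ADP formed | control set = DMSO neutral wells and GW8510 at 20 µM as positive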
HSP90 inh: inhibitors of HSP90 luciferase refolding in rabbit reticulocyte lysate; luciferase refolding luminescence, 3 h; AID 1789; 0.91% of 290,000 active; inhibition, % at 5.6 µM;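 active means inhibition above the screen-wide mean plus 3 SD, computed separately per campaign, cut at about 16% in these data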;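 further: 0% = DMSO wells and 100% = 60 µM geldanamycin wells; inhibitors lower the luminescence because luciferase stays unfolded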
DYRK1A inh: inhibitors of rat Dyrk1A kinase | ADP-Glo luminescence, NFATc1 peptide | inhibition, % at 12.5 µM | 0.43% of 310,000 active; in the data active means inhibition above about 50%;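 further: plate controls were vehicle with enzyme for no effect and no enzyme for full effect; many of its hits are not listed in these tables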
aSyn UTR inh: 5' untranslated region of α-synuclein, MLPCN primary screen; alpha-synuclein 5'UTR reporter, inhibitor activity; inhibition, % (tested at 7.5 µM); 0.82% of 300,000 active; AID 1813; in the data active means inhibition above about 60%;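 further: H4 neuroglioblastoma cells stably carrying SNCA 5'UTR luciferase fusion; 0% = DMSO wells and 100% = positive control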
HSF1 inhib: HSF1 inhibition; NIH3T3-HGL HSE-luciferase, MG132-induced, luminescence 8 h; hits give low values; activity change, negative = inhibition, % at 7.5 µM (by protocol); 0.77% of 300,000 active; AID 2098;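 active means more than half of replicate wells show activity change below -50%, luminescence cut by over half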;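 further: luciferase reports HSF-1 transcriptional activity via heat shock element; 0% = median of DMSO wells and -100% = zero luminescence signal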
Platelet DG rel: modulates dense granule release in human platelets. inhibition, %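 (compounds screened at 7.5 µM in platelet-rich plasma)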. human platelet-rich plasma, SFLLRN dense granule ATP release, luminescence. 0.22% of 300,000 active;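 active means mean replicate score, as percent of positive control, at or above 50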
KLF5 inh: inhibitors of KLF5 expression; 0.23% of 290,000 active; DLD-1 KLF5 promoter-luciferase reporter, luminescence; inhibition, % at 5 µM;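 active means inhibition above a per-plate limit of that plate's mean compound inhibition plus 3 SD, cut at about 60% in these data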;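 further: 0% = DMSO wells and 100% = LY294002 at 200 µM; higher means less KLF5 promoter-driven luciferase light; inactives centre near -14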
HSF1 activator: increases HSF-1 driven luciferase reporter signal | NIH3T3-HGL HSF-1 luciferase reporter, MG132, 8 h; 100% = twice DMSO control signal | activation, % at 9 µM | 1.7% of 300,000 active | AID 504408;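 active means mean replicate activation of at least 50% with a set share of replicates each reaching 50%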;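 further: 0% = median of the neutral control wells and 100% = twice that signal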
IEC-6 cytotox: kills IEC-6 intestinal cells in KLF5 counter-screen; IEC-6 cytotoxicity, luminescence viability; inhibition, % at 5 µM; 0.78% of 290,000 active; AID 1825; in the data active means inhibition above about 22%;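 further: 0% = plate median of test compound wells and 100% = cytotoxic reference compound wells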
GSK3A inh: human GSK-3 alpha kinase inhibition; P49840; ADP-Glo luminescence, 60 min; inhibition, % at 10 µM; 0.1% of 320,000 active; AID 2650;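 in the data active means inhibition above about 50%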;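 further: GST-tagged GSK-3 alpha with peptide substrate and 25 µM ATP; 0% = DMSO neutral wells and 100% = GW8510 positive control wells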
Target sequence (P49840 whole entry, looked up): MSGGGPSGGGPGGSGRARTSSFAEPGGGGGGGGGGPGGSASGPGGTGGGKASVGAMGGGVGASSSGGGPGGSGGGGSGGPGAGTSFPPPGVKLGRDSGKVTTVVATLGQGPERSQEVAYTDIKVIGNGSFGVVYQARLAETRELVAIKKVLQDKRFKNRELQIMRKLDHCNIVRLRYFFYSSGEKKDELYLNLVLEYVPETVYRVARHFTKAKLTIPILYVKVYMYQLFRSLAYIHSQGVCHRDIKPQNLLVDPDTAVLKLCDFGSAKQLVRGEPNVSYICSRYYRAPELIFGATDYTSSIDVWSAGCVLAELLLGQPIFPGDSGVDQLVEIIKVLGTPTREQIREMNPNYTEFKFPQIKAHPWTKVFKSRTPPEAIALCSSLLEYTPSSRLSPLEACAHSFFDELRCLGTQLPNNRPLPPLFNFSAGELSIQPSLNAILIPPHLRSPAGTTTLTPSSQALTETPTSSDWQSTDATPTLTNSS
An asterisk follows results filed as active; . = no result given. Some of the compounds tested; count on the stated rates, not on these rows.

Every second line gives: GSK3B inh	HSP90 inh	DYRK1A inh	aSyn UTR inh	HSF1 inhib	Platelet DG rel	KLF5 inh	HSF1 activator	IEC-6 cytotox	GSK3A inh
CCCCCCC1CC(C)(/C(C)=N/NC(N)=O)OC1=O (stereo not drawn)
  -3	1	-5	8	1	4	-7	-4	-2	-1
CCCCc1nnc(NC(=O)c2ccc3c(=O)n4c(nc3c2)CCC4)s1
  1	.	-10	2	-4	1	.	1	.	1
CCOC(=O)c1cnc2nc(NCc3ccc(OCc4ccccc4)cc3)[nH]n2c1=O
  -2	-4	-1	2	0	0	2	5	-4	-3
Cc1csc(NC(=O)C2CCN(C(=O)CSc3nnc(C)n3Cc3ccccc3)CC2)n1
  0	-3	1	31	1	9	9	-7	-3	5
COc1cc(OC)c(NS(=O)(=O)c2cc3[nH]c(=O)c(=O)[nH]c3cc2C)cc1Cl
  2	-7	-2	-8	-6	-5	-38	-6	-12	1
Cc1cc(C(=O)COc2ccccc2[N+](=O)[O-])c(C)n1-c1cccc(S(=O)(=O)N2CCOCC2)c1
  0	2	-6	18	0	-8	-6	9	2	1
CC1(C)C(=O)OC(C(=O)c2ccc(C(C)(C)C)cc2)C(C)(C)C1=O (stereo not drawn)
  0	4	-3	12	2	-4	-29	18	4	8
Cc1cc(C)n(CCOc2nonc2N)n1
  5	-4	-4	8	-3	-2	-15	-2	-1	-2
CCOC(=O)C1(Cc2cccc(Cl)c2)CCCN(C(=O)c2cnn(CC)c2)C1 (stereo not drawn)
  4	-2	6	-24	15	2	-9	25	1	-3
COc1ccc(-c2nn(-c3ccccc3)cc2C(=O)NCCCn2ccnc2)cc1
  -3	-3	4	-15	-3	-2	-2	-16	1	3
Cc1[nH]c2ccccc2c1C(=O)C(=O)N1CC=C(c2ccccc2)CC1
  1	4	-4	-11	3	-1	1	7	0	-1
CCCCCCCCc1c(O)nc(-n2[nH]c(C)c(CCO)c2=O)[nH]c1=O
  2	2	1	-21	10	9	-8	-13	-3	-2
O=C(O)CCC(=O)N1CCN(c2ccc(C(=O)c3ccc(F)cc3)cc2)CC1
  0	0	1	-11	-6	-13	-19	11	-3	0
Cc1nnc(C)n1/N=C/c1ccc(C(C)C)cc1
  -3	-3	-3	-1	-3	1	-19	1	-4	-4
CCOc1cccc(C(=O)Nc2ccccc2N2CCN(C(=O)C(C)C)CC2)c1
  1	0	1	4	3	-3	-17	11	-3	0

Part of the list above in another layout.
SMILES	GSK3B inh	HSP90 inh	DYRK1A inh	aSyn UTR inh	HSF1 inhib	Platelet DG rel	KLF5 inh	HSF1 activator	IEC-6 cytotox	GSK3A inh
CCOC(=O)C1(Cc2cccc(Cl)c2)CCCN(C(=O)c2cnn(CC)c2)C1 (stereo not drawn)	4	-2	6	-24	15	2	-9	25	1	-3
COc1ccc(-c2nn(-c3ccccc3)cc2C(=O)NCCCn2ccnc2)cc1	-3	-3	4	-15	-3	-2	-2	-16	1	3
Cc1[nH]c2ccccc2c1C(=O)C(=O)N1CC=C(c2ccccc2)CC1	1	4	-4	-11	3	-1	1	7	0	-1

Continuation:
Every second line gives: GSK3B inh	HSP90 inh	DYRK1A inh	aSyn UTR inh	HSF1 inhib	Platelet DG rel	KLF5 inh	HSF1 activator	IEC-6 cytotox	GSK3A inh
O=C(N=Nc1c(O)[nH]c2ccccc12)c1cccc(S(=O)(=O)Nc2ccccc2Cl)c1
  0	-2	-1	-30	-2	-3	-19	-4	1	-9
O=C(O)/C=C1\NC(=O)c2ccccc21
  3	6	15	16	14	8	-3	15	8	-2
[O-][n+]1c2ccccc2cc2ccccc21
  -1	.	30	6	-2	3	.	-4	.	0
COc1ccc(C(C)NS(=O)(=O)Cc2ccccc2)cc1 (stereo not drawn)
  4	-3	-16	-5	1	-6	-52	20	5	6
Cn1c(SCC(=O)c2cc(Cl)c(Cl)s2)nnc1-c1ccco1
  2	-2	1	-51	-5	-7	-10	5	-8	-2
CN(CC(=O)NC1CCCCCCC1)S(=O)(=O)c1cnc[nH]1
  -7	-2	-3	12	-7	-40	-6	-7	1	0
Cc1ccc(N(C(=O)c2ccc(S(=O)(=O)N3CCCC3)cc2)C2C=CS(=O)(=O)C2)cc1 (stereo not drawn)
  -1	-4	-4	-6	5	4	-37	16	-12	1
COc1ccc(NC2CCCN(C(=O)c3ccccc3C(F)(F)F)C2)cc1 (stereo not drawn)
  2	-4	6	-6	-10	-6	-3	-11	-2	1
Cc1nn(CC(=O)NCc2cccc(F)c2)c(=O)c2cccn12
  -2	-6	-3	1	0	5	-20	-3	-1	0
CCC12CN3CCN(CC(C3)/C1=N\NC(=O)c1ccc(C(C)(C)C)cc1)C2
  3	-2	-1	8	-14	7	-12	6	-5	-2
Cc1cc(C)n(-c2nc3ccccc3n3c(C)nnc23)n1
  .	3	-4	8	1	2	-21	-5	1	-2
Nc1c(C=C2C=CC(=O)C=C2)c(=O)nc2sc(CC(=O)N3CCCC3)nn12
  -2	-3	-6	-3	-4	13	-22	11	-9	-1
CC(=O)Nc1ccc(Sc2ncccc2C(=O)Nc2cc(Cl)cc(Cl)c2)cn1
  4	0	2	17	4	7	-23	11	-8	-1
CCCn1c(N)c(N(CCOC)C(=O)c2ccc(F)cc2F)c(=O)[nH]c1=O
  -1	2	3	0	3	-6	-2	-5	-3	-3
O=C1COc2ccc(S(=O)(=O)CCC(=O)N3CCN(c4cccc(C(F)(F)F)c4)CC3)cc2N1
  1	-4	6	5	-3	1	-7	2	1	0

Arranged by the number under aSyn UTR inh (ascending): some entries from above
molecule | GSK3B inh | HSP90 inh | DYRK1A inh | aSyn UTR inh | HSF1 inhib | Platelet DG rel | KLF5 inh | HSF1 activator | GSK3A inh
COc1ccc(-c2nn(-c3ccccc3)cc2C(=O)NCCCn2ccnc2)cc1 | -3 | -3 | 4 | -15 | -3 | -2 | -2 | -16 | 3
Cc1[nH]c2ccccc2c1C(=O)C(=O)N1CC=C(c2ccccc2)CC1 | 1 | 4 | -4 | -11 | 3 | -1 | 1 | 7 | -1
Cc1cc(C)n(-c2nc3ccccc3n3c(C)nnc23)n1 | . | 3 | -4 | 8 | 1 | 2 | -21 | -5 | -2
CC(=O)Nc1ccc(Sc2ncccc2C(=O)Nc2cc(Cl)cc(Cl)c2)cn1 | 4 | 0 | 2 | 17 | 4 | 7 | -23 | 11 | -1

Other compounds follow:
Every second line gives: GSK3B inh	HSP90 inh	DYRK1A inh	aSyn UTR inh	HSF1 inhib	Platelet DG rel	KLF5 inh	HSF1 activator	IEC-6 cytotox	GSK3A inh
Cc1cc(C)nc(/N=C(\N)N2CCCCC2)n1
  -8	4	1	1	-1	-3	-15	0	6	1
O=C(COc1cccc2ccccc12)NNC(=O)c1cnccn1
  -1	-1	-3	2	2	3	-9	-9	-1	1
CC12CC(c3ccccc3O1)N(C(=O)c1ccc(Br)o1)C(=O)N2c1ccccc1 (stereo not drawn)
  4	0	-3	-21	-6	-6	-20	-7	4	.
O=C(Cn1cnc([N+](=O)[O-])n1)c1ccc(O)c(O)c1
  -1	-5	5	-3	-5	-1	-3	3	-6	-2
COc1cccc(C(=O)CSc2nnc(CNc3nc(-c4ccccc4)cs3)n2C)c1
  -2	8	4	4	1	-2	-16	1	5	2
Cn1c(=O)c2c(ncn2CC(=O)OCC(=O)c2ccc(Cl)cc2)n(C)c1=O
  1	.	-3	1	0	-3	.	3	.	-1
O=C(NCC1CCCO1)C1CCN(C(=O)c2ccc(Cl)cc2)CC1 (stereo not drawn)
  -2	0	-3	-18	-5	-2	-3	13	4	-2
Cc1cccc(N(C(=O)c2csnn2)C(C(=O)NC2CCCCC2)c2ccncc2)c1 (stereo not drawn)
  -2	3	-1	-1	23	-8	1	45	-3	0
O=C(CCCn1c(=S)[nH]c2ccccc2c1=O)N1CCOCC1
  -2	0	-2	-1	-10	-3	-62	4	0	0
CC1C(=O)C(C)(C)C(=O)OC1c1ccccc1 (stereo not drawn)
  0	1	1	3	0	3	13	-8	5	-1
CCCCNc1nc(C)c(C(C)=O)cc1C#N
  -2	-1	-2	-10	8	-4	-10	14	7	-2
Cc1ccc(NCc2nnc(SC(C)C(=O)N/N=C/c3ccc(C)o3)n2-c2ccccc2)cc1 (stereo not drawn)
  1	-2	0	-7	-13	0	-16	-6	-6	-1
COCCN(C(=O)c1ccco1)c1nnc(-c2ccc(OC)c(OC)c2)s1
  0	0	-6	-19	1	-23	-3	-2	1	1
O=C(COC(=O)Cc1cccc2ccccc12)Nc1ccccc1-c1ccccc1
  -1	1	1	14	1	1	-12	11	5	.
COCc1c(C(=O)N/N=C/c2ccncc2)nnn1-c1nonc1N
  2	2	6	4	-6	-2	-7	0	10	4
O=C(CCc1ccccc1)Nc1cc(C(=O)O)cc(C(=O)O)c1
  -4	-2	-4	14	-5	-4	-1	3	-1	1
COc1cc(C(=O)Nc2ccc3c(c2)C(=O)N(CCC(=O)O)C3=O)cc(OC)c1OC
  1	-2	3	8	6	-4	-1	-11	0	0
COc1cccc(C2C3=C(N=c4s/c(=C\c5ccc(O)cc5)c(=O)n42)c2ccccc2CC3)c1OC (stereo not drawn)
  2	2	7	-14	0	-10	-20	-10	4	-3
COc1ccccc1NS(=O)(=O)c1cccc(C(=O)NCC(c2ccc(F)cc2)N2CCOCC2)c1 (stereo not drawn)
  0	.	2	9	-3	8	.	-9	.	-1
COc1ccc(C2=C(SC)CC2=NC(C)(C)C)cc1
  0	1	-9	-5	6	-9	4	11	4	-3
COc1cccc(CNC(=O)C2CCCN(S(=O)(=O)c3c(C)[nH]c(=O)[nH]c3=O)C2)c1 (stereo not drawn)
  -5	0	1	20	-5	-5	-11	23	-5	-3
CC1CCN(C(C(=O)O)c2ccccc2)CC1 (stereo not drawn)
  -2	0	-1	-3	-9	-3	1	-4	1	-3
COc1ccc(/C=C2\Oc3cc(OCC(=O)N4CCC[C@H]4C(=O)O)ccc3C2=O)c(OC)c1OC
  2	-5	14	3	2	3	-38	0	2	-2
O=C1c2ccccc2C(=O)N1CCC(c1ccccc1)c1ccco1 (stereo not drawn)
  -1	1	-2	-20	-2	-2	0	6	-2	2
Cc1cc(OC(=O)c2ccc(C)c(C)c2)c([N+](=O)[O-])c(=O)[nH]1
  0	-2	-3	2	-8	-12	-11	5	-4	-1

Source: PubChem BioAssay (several laboratories)
